From PubChem
STK33 kinase inh: inhibitors of purified STK33 kinase, primary screen, biochemical, ADP-Glo luminescence, homogeneous, cell-free | 0.073% of 320,000 active | Serine/threonine-protein kinase 33 (Homo sapiens), Q9BYT3 | MBP phosphorylation | AID 2661, 2010 | inhibition, % at 10 µM;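 active means inhibition at or above 25%, using the most active replicate where run in duplicate; inactive means inhibition below 25%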
Target sequence (Q9BYT3 whole entry, looked up): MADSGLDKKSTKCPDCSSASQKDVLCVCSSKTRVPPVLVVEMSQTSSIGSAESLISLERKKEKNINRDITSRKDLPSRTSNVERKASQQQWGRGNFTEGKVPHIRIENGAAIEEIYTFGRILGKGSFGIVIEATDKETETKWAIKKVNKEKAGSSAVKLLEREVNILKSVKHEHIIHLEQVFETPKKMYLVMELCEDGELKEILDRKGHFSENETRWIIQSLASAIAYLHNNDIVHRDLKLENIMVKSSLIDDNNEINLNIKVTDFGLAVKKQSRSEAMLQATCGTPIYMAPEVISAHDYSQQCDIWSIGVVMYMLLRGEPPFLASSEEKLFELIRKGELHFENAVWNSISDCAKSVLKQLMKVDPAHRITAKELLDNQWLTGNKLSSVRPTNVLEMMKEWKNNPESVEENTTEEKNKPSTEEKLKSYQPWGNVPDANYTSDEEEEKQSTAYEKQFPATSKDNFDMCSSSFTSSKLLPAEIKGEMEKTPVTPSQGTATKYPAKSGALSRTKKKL
OX1R antag: antagonists of human orexin 1 receptor (OX1R) | Orexin/Hypocretin receptor type 1 (Homo sapiens), O43613 | OX1R-expressing cells, FRET antagonist read-out | inhibition, % at 6.6 µM | 1.8% of 330,000 active; in the data active means inhibition mostly above about 38%, no sharp cut-off; inactive means mostly below about 40%;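 further: 0% = agonist challenge alone and 100% = reference antagonist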
Target sequence (O43613 whole entry, looked up): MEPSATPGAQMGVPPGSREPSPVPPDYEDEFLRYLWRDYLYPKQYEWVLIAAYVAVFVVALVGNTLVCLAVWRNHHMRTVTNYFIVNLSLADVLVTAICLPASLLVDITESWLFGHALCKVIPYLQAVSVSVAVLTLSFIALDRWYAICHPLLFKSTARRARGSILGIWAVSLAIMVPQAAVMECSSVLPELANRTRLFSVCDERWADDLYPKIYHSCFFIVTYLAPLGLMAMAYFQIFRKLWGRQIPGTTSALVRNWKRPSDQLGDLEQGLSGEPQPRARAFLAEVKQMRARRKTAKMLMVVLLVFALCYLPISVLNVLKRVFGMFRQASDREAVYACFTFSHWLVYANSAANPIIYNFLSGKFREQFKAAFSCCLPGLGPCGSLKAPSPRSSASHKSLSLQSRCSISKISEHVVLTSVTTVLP
An asterisk follows results filed as active; / = not tested or not shown.

Sample of the layout:
item	STK33 kinase inh	OX1R antag	Molecule
1	-0.4	63*	O=C(COC(=O)Cc1ccccc1F)NNC(=O)c1ccc([N+](=O)[O-])cc1
2	-0.2	4	COc1ccc2c(c1)OC[C@H]1[C@@H]2N2C(=O)[C@@H](C)NC(=O)[C@@]2(C)[C@H]1c1ccccc1
3	-0.6	14	COc1ccc2c(CC(=O)N(C)CC3COc4ccccc4O3)coc2c1 (stereo unspecified)
4	-1.7	12	Cc1cc(=O)[nH]c(SCC(=O)Nc2ccc(C(=O)O)cc2)n1

The listing, from the start:
item	STK33 kinase inh	OX1R antag	Molecule
1	-0.4	63*	O=C(COC(=O)Cc1ccccc1F)NNC(=O)c1ccc([N+](=O)[O-])cc1
2	-0.2	4	COc1ccc2c(c1)OC[C@H]1[C@@H]2N2C(=O)[C@@H](C)NC(=O)[C@@]2(C)[C@H]1c1ccccc1
3	-0.6	14	COc1ccc2c(CC(=O)N(C)CC3COc4ccccc4O3)coc2c1 (stereo unspecified)
4	-1.7	12	Cc1cc(=O)[nH]c(SCC(=O)Nc2ccc(C(=O)O)cc2)n1
5	2.7	28	CC1CCCC(C)N1C(=O)COC(=O)CCC1CCCC1 (stereo unspecified)
6	-3.2	-3	CCC(CC)C(=O)N(c1ccc(F)cc1)C1C=CS(=O)(=O)C1 (stereo unspecified)
7	-1.3	8	CSc1nc(C)c2c(c1C#N)CCCC2
8	0.9	11	CCOc1cc(/C=N/NC(=O)CN2CCOCC2)ccc1OCc1ccc(Cl)cc1
9	0.2	10	CCCCNC(=O)CSc1nc2ccccc2c(=O)n1CCNC(C)=O
10	1.0	9	O=C(CN1CCCCC1)N/N=C/c1cccc(Cl)c1
11	-1.4	5	Cc1cc(N2CCN(C)CC2)nc2ccc(NC(=O)CCC(=O)NCCC(C)C)cc12
12	-0.9	-2	CN(Cc1ccco1)S(=O)(=O)c1csc(C(N)=O)c1
13	-0.5	5	CCOC(=O)COc1coc(CN2CCN(c3ccc(F)cc3)CC2)cc1=O
14	0.4	10	Cc1cc(C(=O)OCC(=O)NCc2ccc(Cl)cc2)c(C)o1
15	-0.6	19	C/C(=N\NC(=O)CN(c1ccccc1Br)S(C)(=O)=O)c1ccc2c(c1)OCCO2
16	-1.6	14	C=C(C)Cn1c(SCC(=O)O)nc2c1c(=O)[nH]c(=O)n2C
17	-1.3	0	CSC(=NC#N)N1CCN(C(c2ccccc2)c2ccccc2)CC1
18	5.8	13	Cc1ccc(-n2nc3c(N4CCC(C(=O)NCCc5ccccc5C)CC4)nnc(C)c3c2C)cc1
19	0.6	32	COc1cccc(/C=N/NC(=O)c2cc(-c3cccn3C)n[nH]2)c1O
20	-0.1	0	N#CC1=C2SCN(c3ccc(F)cc3)CN2C(=O)CC1c1cccc(F)c1 (stereo unspecified)
21	-0.4	14	O=C(NCCCN1CCCCC1)c1ccc2c(c1)NC(=O)C(N1CCCCC1)S2 (stereo unspecified)
22	7.0	/	CN1CCN(Cc2cccc3ncccc23)CC1CCO (stereo unspecified)
23	1.2	42	CC(C)C(=O)N1CCN(c2ccc([N+](=O)[O-])c(NC(C)c3ccccc3)c2)CC1 (stereo unspecified)
24	0.6	20	Cc1ccc(N(C)S(=O)(=O)c2ccc3[nH]cc(C(=O)NCCCN4CCOCC4)c(=O)c3c2)cc1C
25	-0.3	8	Cc1c(C(=O)c2ccccc2)c2ccccn2c1CCC#N
26	1.1	-6	C/C(=N\N1CCN(C)CC1)c1ccc(OC(F)F)cc1
27	6.5	12	Cc1nc2nc(C)c(NS(=O)(=O)c3cccs3)c(=O)n2[nH]1
28	0.1	8	NC(=O)c1cc(NC(=O)c2ccc(NS(=O)(=O)c3cccs3)cc2)cc(C(N)=O)c1
29	-1.3	12	Cn1c2c(c(=O)n(C)c1=O)C(NS(=O)(=O)c1ccccc1)(C(F)(F)F)C(=O)N2 (stereo unspecified)
30	-0.5	11	Cc1ccccc1CN(c1ccc(C(=O)N2CCN(C)CC2)cc1)S(C)(=O)=O
31	-1.4	1	Cn1cccc1Cc1nnc(SCC(=O)NCc2ccco2)n1-c1ccc(F)cc1
32	-0.3	20	CCOC(=O)CNC(=O)CSc1nnc(-c2ccccc2OC)n1CC
33	-1.1	5	CCN(CC)CCN(C(=O)c1ccc(S(=O)(=O)N2CCCCC2)cc1)c1nc2cc3c(cc2s1)OCO3
34	-0.6	19	COc1ccccc1NC(=O)C1=C(C)NC2=C(C(=O)CC(c3ccc(OC)c(OC)c3)C2)C1c1coc2ccccc2c1=O (stereo unspecified)
35	-0.4	16	COc1cc2c(cc1OC)C1(C)N(CC2)C(C(C)=O)=NN1c1ccc(Cl)cc1 (stereo unspecified)
36	-2.1	12	Cc1ccccc1CNC(=O)Cn1ccc2cc(S(=O)(=O)N3CCCCCC3)ccc21
37	0.6	8	COc1cccc(C(c2c(N)n(C)c(=O)n(C)c2=O)C(C)[N+](=O)[O-])c1 (stereo unspecified)
38	-0.3	-3	Cc1ccc(/C=C/C(=O)Oc2ccc(C#N)cc2)o1
39	-0.9	2	Cn1ncc(Cl)c1C(=O)NC1C2CC3CC(C2)CC1C3 (stereo unspecified)
40	2.0	10	COC(=O)c1cc(S(=O)(=O)N(C)C2CCCCC2)cn1C
41	0.2	41	COc1ccc(/C=N/NC(=O)c2cc[n+]([O-])cc2)cc1
42	-0.5	8	CCC(=O)c1ccc(OCC(O)CN2C(=O)NC(C)(C)C2=O)cc1 (stereo unspecified)
43	-1.8	6	O=C1NC2(CCOc3ccccc32)C(=O)N1CC(=O)N(Cc1ccccc1)C1CCS(=O)(=O)C1 (stereo unspecified)
44	-0.7	-2	Cc1ccc(-c2nnc(CSc3nnc(COc4cccc5ccccc45)n3-c3ccccc3)o2)cc1
45	-1.0	13	COc1ccc(S(=O)(=O)N2CCN(C3CC4CCC3C4)CC2)cc1 (stereo unspecified)

Next part (three carried over from the part before).
item	STK33 kinase inh	OX1R antag	Molecule
43	-1.8	6	O=C1NC2(CCOc3ccccc32)C(=O)N1CC(=O)N(Cc1ccccc1)C1CCS(=O)(=O)C1 (stereo unspecified)
44	-0.7	-2	Cc1ccc(-c2nnc(CSc3nnc(COc4cccc5ccccc45)n3-c3ccccc3)o2)cc1
45	-1.0	13	COc1ccc(S(=O)(=O)N2CCN(C3CC4CCC3C4)CC2)cc1 (stereo unspecified)
46	-1.6	19	O=C(NNC1CC(=O)N(c2ccc(Br)cc2)C1=O)c1cccs1 (stereo unspecified)
47	-1.3	13	COc1ccc2cc3cc(C(=O)N4CCN(c5ccccc5)CC4)oc3nc2c1
48	-0.6	8	COc1cc(C(=O)N2CCN(S(=O)(=O)c3ccc(F)cc3)CC2)cc(OC)c1OC
49	-1.2	36	CCOC(=O)N1CCN(C(=O)CSc2ccc3nnc(-c4cccnc4)n3n2)CC1
50	-1.8	3	CC1(c2cc(C(F)(F)F)n3nc(C(=O)O)cc3n2)CC1
51	0.6	17	CCCC(=O)Nc1nc2nc(-c3ccccc3)cc(=O)n2[nH]1
52	0.2	15	CCCN1C(=O)c2cc(C(=O)NCCc3cccc(C)c3)ccc2C1O (stereo unspecified)
53	-2.4	8	S=C1NCCOCCNC(=S)NCCOCCOCCOCCN1
54	1.4	22	Cc1noc(C)c1CSCC(=O)Nc1nc2ccc(F)cc2s1
55	3.6	19	C=CCn1c(SCC(=O)NC2CCCCC2)nnc1-c1ccc(OC)cc1
56	0.8	-8	CC1Cc2ccccc2N1C(=O)CN1CCN(Cc2ccccc2)CC1 (stereo unspecified)
57	-2.2	20	CCOC(=O)C1CCN(C(=O)Cn2cc(C(=O)C3CC3)c3ccccc32)CC1
58	-0.3	11	COc1ccc2nc(NC(=O)c3cccc(-c4cc5ccccc5oc4=O)c3)sc2c1
59	-2.2	-1	CS(=O)(=O)N(Cc1ccccc1)c1ccc(C(=O)N2CCN(c3cccc(Cl)c3)CC2)cc1
60	-1.3	16	CCOC(=O)c1c(NC(=O)Cc2cccs2)sc2c1CCCC2
61	-0.2	56*	O=C(O)c1cccc(NC(=O)c2ccc3c(c2)C(=O)N(CC2CCCO2)C3=O)c1 (stereo unspecified)
62	-0.5	44	NC(=O)C(CC(=O)O)NC(=O)[C@@H]1CCCNc2c(I)cc([N+](=O)[O-])cc2C(=O)N[C@@H](CO)C(=O)N[C@@H](Cc2ccc(O)cc2)C(=O)N1 (stereo partly specified)
63	-2.4	17	Cc1ccc2cc3cc(C(=O)N(CC(=O)NC4CCCC4)c4cccc(C)c4C)sc3nc2c1
64	-0.4	12	COc1cccc(C(=O)Nc2cccc3c2ccc2cccn23)c1
65	0.3	14	COc1cc(C)ccc1OCCCON1C(=O)CCC1=O
66	-1.5	10	CCCn1nnc(NC(=O)/C=C/c2ccccc2)n1
67	-0.6	16	S=C(NCc1ccccn1)Nc1ccc(Cl)c(Cl)c1
68	-2.3	9	CCc1nc(SCc2nnc(-c3ccc(C)cc3)o2)c2c(C)c(C)sc2n1
69	0.6	15	CCCCCOC(=O)C1[C@H]2C(=O)N(c3ccccc3CC)C[C@]23C=C[C@H]1O3 (stereo partly specified)
70	0.0	-1	COc1ccc(-n2c(C)nnc2SCC(=O)N2C(C)CCCC2C)cc1 (stereo unspecified)
71	-1.1	6	O=c1[nH]c(CSc2nnc(-c3cccnc3)n2C2CCCCC2)nc2ccccc12
72	-2.4	10	CCCCC(=O)NCCc1cc2c(C)ccc(C)c2[nH]c1=O
73	-0.1	11	O=[N+]([O-])c1ccc(OCCN2CCCCCC2)cc1
74	-0.4	4	Cc1ccc(S(=O)(=O)N2CCN(CC(=O)N3CCCC3)CC2)c(C)c1
75	-1.7	31	CCC(C)NC(=O)Cn1cccc1C(=O)c1ccccc1 (stereo unspecified)
76	-0.6	14	CCCOC(=O)c1cccc(NC(=O)C(C)(C)C)c1
77	0.9	-4	CC1=NN(C(C#N)c2cccc([N+](=O)[O-])c2)C(C)(C)C1 (stereo unspecified)
78	-0.2	6	N#Cc1cc2c([nH]c1=S)CCCC2
79	-0.2	5	CC(C)C1Cc2[nH]c(=O)c(C(=O)O)cc2CO1 (stereo unspecified)
80	-1.0	2	Cc1nc(Cc2ccc(OC(C)C)cc2)[nH]c(=O)c1CC(=O)O
81	-0.2	21	COc1ccc(CCNC(=O)CSc2cn(Cc3ccccc3)c3ccccc23)cc1OC
82	-0.7	0	O=C1OCc2nc3cc4c(cc3c(-c3ccc(F)cc3)c21)OCO4
83	-1.0	21	CC(=O)c1ccccc1OC(=O)COc1ccc([N+](=O)[O-])cc1
84	-1.4	35	O=C(COC(=O)C1CCN(C(=O)c2ccc(Cl)cc2)CC1)c1ccco1
85	-0.8	13	CCC(C)NC(=O)c1cc2c(=O)n3ccccc3nc2s1 (stereo unspecified)
86	/	47	CCc1nccn1C(=O)c1cnn2c(C(F)F)cc(-c3ccc(C)cc3)nc12
87	2.3	43	COc1ccc(-c2cc3nc(CCl)[nH]c(=O)c3s2)cc1
88	-0.3	17	COc1ccc2c(c1)O[C@H](c1ccc3c(c1)OCO3)[C@@H](OC(=O)N[C@H]1CCCc3ccccc31)C2=O
89	0.4	29	O=C(O)/C=C/C(=O)NNC(=O)c1cc(-c2ccccc2)n[nH]1
90	2.7	9	COC(=O)c1ccc(NCC(=O)N2CCCCCC2)cc1
91	-1.7	12	Cc1[nH]n(-c2ccccc2)c(=O)c1CCOC(=O)c1cccc(C(F)(F)F)c1
92	6.6	3	CCOC(=O)N1CCN(C(=O)c2cc(S(=O)(=O)N3CCCC3)cn2C)CC1
93	-0.1	-2	COc1ccc(C(=O)O)cc1S(=O)(=O)NCc1ccccn1
94	-1.5	6	COc1ccc(NC(=S)N(CCCN2CCCC2)Cc2cccs2)cc1
95	-1.0	2	c1cn(CCCNC2CCCCCCC2)cn1
96	/	13	CN(C)/C=C/C(=O)c1cccc(C(F)(F)F)c1
97	-0.8	6	Cc1ccsc1C(=O)NNC(=O)c1cccc(S(=O)(=O)N2CCCC2)c1
98	-0.2	-1	Cc1cc(C)nc(/N=C(\NC(=O)C(C)(C)C)Nc2ccccc2)n1
99	-2.4	6	CC(=O)Nc1ccc(S(=O)(=O)Nc2ccccc2N2CCOCC2)cc1Cl
100	/	9	CCCc1cc(=O)[nH]c(SCC(=O)NCC2COc3ccccc3O2)n1 (stereo unspecified)
101	-0.5	31	Cc1ccnc(NC(=O)C2CCN(S(=O)(=O)c3ccc4ccccc4c3)CC2)c1
102	0.4	-2	CCC1CCCCN1Cc1ccc(OC)c(OC)c1 (stereo unspecified)
103	0.0	8	CCOc1ccc(C(=O)NCC(=O)NCCOc2ccc(C)cc2)cc1
104	-1.4	11	COC(=O)[C@H](C)NC(=O)Nc1cc(Cl)ccc1C
105	0.6	10	Cc1ccc(SCCc2ccc(C)nc2)cc1

Sorted by number of heavy atoms (rising): some entries from above
item	STK33 kinase inh	OX1R antag	Molecule
95	-1.0	2	c1cn(CCCNC2CCCCCCC2)cn1
104	-1.4	11	COC(=O)[C@H](C)NC(=O)Nc1cc(Cl)ccc1C
102	0.4	-2	CCC1CCCCN1Cc1ccc(OC)c(OC)c1 (stereo unspecified)
93	-0.1	-2	COc1ccc(C(=O)O)cc1S(=O)(=O)NCc1ccccn1
98	-0.2	-1	Cc1cc(C)nc(/N=C(\NC(=O)C(C)(C)C)Nc2ccccc2)n1
97	-0.8	6	Cc1ccsc1C(=O)NNC(=O)c1cccc(S(=O)(=O)N2CCCC2)c1
99	-2.4	6	CC(=O)Nc1ccc(S(=O)(=O)Nc2ccccc2N2CCOCC2)cc1Cl

More records follow:
item	STK33 kinase inh	OX1R antag	Molecule
106	0.0	81*	CCn1c(SCC(=O)Nc2nc3ccc(C)cc3s2)nc2c(c1=O)SC(C)C2 (stereo unspecified)
107	0.1	3	NC(=O)C1CC(=O)N(CCc2ccc(F)cc2)C1 (stereo unspecified)
108	-0.4	28	COc1ccccc1NC(=O)C(C)N(C)CCOc1ccccc1 (stereo unspecified)
109	-2.7	41	O=C1N/C(=N\N=C\c2ccco2)SC1Cc1ccc(F)cc1 (stereo unspecified)
110	-1.2	5	O=C1C=C(c2cc(C(F)(F)F)cc(C(F)(F)F)c2)C[C@@H](c2ccc3c(c2)OCO3)C1
111	-2.0	8	CCCNC(=O)NC(=O)CN1C(=O)NC(C)(c2ccc(C)cc2)C1=O (stereo unspecified)
